# TWEAK Fn14 block: inhibitors of TWEAK-Fn14 interaction signaling. TWEAK-stimulated Fn14 reporter cells, luciferase luminescence, 8 h. inhibition, % at 10 µM. 360,000 tested, 2% active. AID 1159606; in the data active means inhibition above about 50%
# TROY signal inh: inhibitors of TROY-dependent NF-kB signaling. Q293 LMP1-TROYcd NF-kB luciferase reporter, 4 h. inhibition, % at 10 µM. 360,000 tested, 0.98% active. AID 1347056;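 active means compounds whose plate-normalised and pattern-corrected inhibition of the luciferase reporter signal at the single screening dose is 50% or more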
# TRPM1 prom inh: inhibitors of MITF-driven TRPM1 promoter in melanoma cells. 330,000 tested, 0.83% active. inhibition, % at 12.5 µM. SK-MEL-5 TRPM1 promoter luciferase, 24 h;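 active means mean inhibition across replicates of 60% or more, whatever share of single replicates reaches that level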; further: values of inactives mirror those of a sister screen read the other way
# NR2E3 ag-1: agonists of human NR2E3 nuclear receptor. Q9Y5X4. CHO-S Gal4-NCOR/VP16-NR2E3 two-hybrid, luciferase. inhibition of corepressor binding, % at 3.98 µM. 360,000 tested, 0.35% active. AID 602229;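 active means inhibition above the mean of all tested compounds plus 3 SD, cut at about 70% in these data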;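 further: 0% = DMSO with NR2E3 transfected cells and 100% = cells lacking NR2E3 construct; higher means lower luciferase signal from less NR2E3 corepressor binding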
# Target sequence (Q9Y5X4 whole entry, looked up, the tested form may be a part): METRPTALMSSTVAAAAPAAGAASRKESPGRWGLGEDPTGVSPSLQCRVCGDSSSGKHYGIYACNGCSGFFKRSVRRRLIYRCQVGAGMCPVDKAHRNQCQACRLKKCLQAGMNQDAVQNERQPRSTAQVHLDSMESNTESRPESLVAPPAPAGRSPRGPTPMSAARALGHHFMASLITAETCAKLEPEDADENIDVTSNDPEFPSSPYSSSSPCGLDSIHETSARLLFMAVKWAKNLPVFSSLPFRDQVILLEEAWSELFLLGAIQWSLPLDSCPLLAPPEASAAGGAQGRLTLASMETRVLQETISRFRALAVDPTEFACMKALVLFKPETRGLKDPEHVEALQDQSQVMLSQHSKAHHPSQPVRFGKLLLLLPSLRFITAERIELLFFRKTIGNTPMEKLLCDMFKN
# TRAIL sens C8: caspase-8 TRAIL sensitization | NB7+C8 cells + TRAIL, ATPlite viability luminescence | inhibition (viability loss, TRAIL sensitization), % at 10 µM | 360,000 tested, 1% active;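 active means compounds causing at least 50% loss of cell viability in the single-dose screen, relative to plate controls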
# NR2E3 ag-2: agonists of human nuclear receptor NR2E3. Q9Y5X4. GST-NR2E3/biotin-RetCOR TR-FRET, 1536-well. inhibition of corepressor binding, % at 4.78 µM. 320,000 tested, 0.12% active. AID 2300;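 active means percent inhibition above the cutoff of mean plus 3 SD of all tested compounds, set per screening campaign, cut at about 20% in these data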;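 further: 0% = DMSO wells and 100% = biotin wells as full block of FRET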
#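 System: GST-tagged NR2E3 plus biotinylated RetCOR corepressor; Amount: 1.35 nM GST-tagged NR2E3 final; Dosing: single nominal compound dose of 4.8 µM; Schedule: 5 h incubation at 4 °C; Technique: TR-FRET with europium anti-GST and streptavidin-D2, 340 nm excitation; Controls: biotin wells as high control, 0.6% DMSO wells as low control.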
# Shn3 inh set2: Schnurri-3 reporter inhibition in Clone20 osteoblasts; 360,000 tested, 0.52% active; Clone20 osteoblast Shn3 3'UTR firefly luciferase, 24 h; AID 588674; inhibition, % at 12.5 µM;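 active means mean inhibition of at least 75% with every replicate also reaching 75%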;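 further: 0% = median of neutral control wells and 100% = pilot-screen positive control compound; some compounds past the cut are filed as inactive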
# Peg3 prom inh: Peg3 promoter activity inhibition | 360,000 tested, 1.7% active | HeLa PEG-Prom luciferase reporter, luminescence, overnight | AID 588405 | inhibition, % at 20 µM;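 active means inhibition of at least 50% at 20 µM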
# KKLEB tox: CF airway cell cytotoxicity counter-screen | 360,000 tested, 0.36% active | AID 602141 | KKLEB CF airway cells viability, ATPlite luminescence, overnight; stronger effect = lower value; cells stimulated with P. aeruginosa culture filtrate | activity change (cytotoxicity), % at 5 µM;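 active means corrected activity change at or below -50% at 5 µM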
# HIF-2a inh: blocks HIF-2a reporter activity; 360,000 tested, 0.72% active; inhibition, % at 18.8 µM; 786-0 RCC cells HIF-2a reporter, luciferase luminescence, overnight;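 active means inhibition of the luminescence signal of 40% or more relative to plate controls, in a single-dose primary screen at 18.75 µM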
# CF NFkB block: cystic fibrosis NF-kB activation inhibition | KKLEB NF-kB-GFP reporter, PAF-induced, GFP fluorescence overnight | inhibition, % at 5 µM | 360,000 tested, 0.86% active;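 active means at least 50% inhibition at 5 µM, scaled per plate between neutral and stimulator controls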;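 further: PAF is a Pseudomonas aeruginosa culture filtrate used as stimulus; plate controls were PAF-stimulated DMSO wells for no effect and unstimulated DMSO wells for full effect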
# Starred values were filed as active, the others as inactive; nt = no result given; & = joins results of further samples. These rows are one share of the data; the hit share may differ from the screen's.
SMILES,TWEAK Fn14 block,TROY signal inh,TRPM1 prom inh,NR2E3 ag-1,TRAIL sens C8,NR2E3 ag-2,Shn3 inh set2,Peg3 prom inh,KKLEB tox,HIF-2a inh,CF NFkB block
CN(C)/C=C1\SC(=S)N(c2ccc(Br)cc2)C1=O,48,-25,-34,-85,6,3,-11,-138,-1,-191,-19
COc1ccc(OC)c(CC(=O)Nc2ccc3c(c2)CCC3)c1,-1,8,2,-6,7,1,15,11,3,-14,-19
O=C(Nc1nnc(Cc2ccccc2F)s1)c1ccccc1Cl,-23,-25,6,-23,1,4,9,-47,6,-33,0
CCOC(=O)C1C(=O)CC(C)(O)C(C(=O)OCC)C1c1cccs1 (stereo not drawn),7,-13,-1,-5,-8,4,9,17,4,-2,0
COC(=O)C(NNc1ccccc1)(NC(=O)c1ccccc1F)C(F)(F)F (stereo not drawn),5,0,4,1,-11,7,16,6,0,10,-13
C[C@H](CO)N1C[C@H](C)[C@@H](CN(C)Cc2ccc3c(c2)OCO3)Oc2c(NS(C)(=O)=O)cccc2C1=O,21,-9,2,-3,2,nt,-5,-3,4,6,-4
NCCCC[C@H](N[C@@H](CCc1ccccc1)C(=O)O)C(=O)N1CCC[C@H]1C(=O)O,-8&-2,-2&3,-8&-5,-32&6,4&-11,0&-2,-25&-19,-20&-2,-11&-9,2&11,-10&5
CCCCNC(=S)NNC(=O)c1csc(C)c1CC,-1,-6,-2,-9,-10,-2,-20,-2,5,0,-13
S=C(Nc1ccc(Nc2ccccc2)cc1)Nc1ccccn1,40,2,-17,45,25,-2,80,-117,-4,-145,-12
COc1cc(CNCCO)ccc1OC1CCCC1,23,-25,-10,0,2,1,-15,-8,-1,-23,-24
Cc1ccc(-n2nnnc2CCl)cc1,12,7,12,-23,-2,nt,-2,35,8,7,-23
CCOC(=O)c1c(C)[nH]c(C(=O)N/N=C\c2ccccc2O)c1C,12,-34,19,3,3,-1,54,-71,-12,-301,10
CCOC(=O)C1=C[C@@H](C(C)(C)C)N(S(=O)(=O)c2ccc(C)cc2)[C@H]1c1ccc(C#N)cc1,27,18,nt,15,-1,nt,11,12,-25,-5,10
COc1ccc(NC(=O)CC2COc3ccccc3O2)c(OC)c1 (stereo not drawn),0,-1,-27,-31,-12,-1,0,-19,-29,-31,-2
COc1ccccc1CCNC(=O)C1(C)CC1(Cl)Cl (stereo not drawn),17,-9,13,12,12,-3,-17,4,11,-3,-4
Cn1ccc2c(-c3ccc4c(c3)OCCO4)cc3c(c21)C1CCC3C1 (stereo not drawn),0,7,nt,-6,0,nt,10,8,6,-21,17
O=C(Nc1ccnc(=O)[nH]1)c1sc2ccccc2c1Cl,-16,-8,-46,-27,1,-1,-56,-226,17,-173,-43
CN(C)c1ccc(C(O)Cc2nc3ccccc3n2C)cc1 (stereo not drawn),74*,79*,4,-13,17,-1,-123,-143,-12,-235,-2
O=C(NCc1ccco1)c1cccc(-c2nnc(-c3ccccc3)o2)c1,4,-70,-37,4,8,-1,-2,-77,0,-143,-17
CCOC(=O)c1c(NC(=O)COC(=O)Cc2n[nH]c(=O)c3ccccc23)sc(C(=O)NC)c1C,-8,18,-4,-10,0,nt,4,3,-4,15,15

# Reprinted at random: 2 records from the list
SMILES,TWEAK Fn14 block,TROY signal inh,TRPM1 prom inh,NR2E3 ag-1,TRAIL sens C8,NR2E3 ag-2,Shn3 inh set2,Peg3 prom inh,KKLEB tox,HIF-2a inh,CF NFkB block
COc1cc(CNCCO)ccc1OC1CCCC1,23,-25,-10,0,2,1,-15,-8,-1,-23,-24
Cn1ccc2c(-c3ccc4c(c3)OCCO4)cc3c(c21)C1CCC3C1 (stereo not drawn),0,7,nt,-6,0,nt,10,8,6,-21,17

# Entries listed so far marked active in TWEAK Fn14 block:
mol | TWEAK Fn14 block | TRPM1 prom inh | NR2E3 ag-1 | NR2E3 ag-2 | Shn3 inh set2 | Peg3 prom inh | HIF-2a inh | CF NFkB block
CN(C)c1ccc(C(O)Cc2nc3ccccc3n2C)cc1 (stereo not drawn) | 74* | 4 | -13 | -1 | -123 | -143 | -235 | -2

# (list continues)
SMILES,TWEAK Fn14 block,TROY signal inh,TRPM1 prom inh,NR2E3 ag-1,TRAIL sens C8,NR2E3 ag-2,Shn3 inh set2,Peg3 prom inh,KKLEB tox,HIF-2a inh,CF NFkB block
CCCCCCNc1cc(C)oc(=O)c1C(C)=O,-5,-14,-6,-16,-1,2,3,-37,9,-52,-21
CN=c1scc(-c2cccs2)n1/N=C/c1ccc(O)c(O)c1O,87*,89*,4,-143,91*,1,73,-136,-32,-91,20
O=C(NCCc1ccccc1)c1cc(=O)c2ccccc2o1,-9,-31,-13,-27,-2,0,16,-54,0,-63,4
CCOC(=O)/C=C1/N(C)c2ccccc2C1(C)C,5,-11,-13,-9,9,2,-9,3,-10,2,11
Cn1c(CSc2ncccn2)nnc1SCC(=O)N1CCCCC1,14,-2,-6,-18,3,-1,-18,-5,10,6,9
COc1ccccc1C(=O)Nc1ccccc1C(=O)Nc1ccccc1,1,-7,nt,12,16,4,8,19,-1,6,4
COc1cc2c(cc1OC)C1=NC(=O)CN1C(SCc1ccccc1C)=N2,24,-4,20,-9,-1,2,16,8,8,16,-20
COc1ccc(NC(=O)CCC(=O)c2cccs2)cc1Cl,-23,-57,2,3,-4,-2,-2,-10,15,-39,-29
CCN(CC(=O)NCc1ccc(F)cc1)Cc1nc2cc(Cl)ccc2c(=O)[nH]1,23,nt,-7,-3,-7,0,12,22,-10,14,-2
O=C(NCCCN1CCOCC1)c1ccc2c(c1)N(Cc1cccc(Cl)c1)C(=O)CS2,-7,9,3,-20,16,1,3,19,-8,15,0
O=C(NCCCCc1ccccc1)C1CC(c2ccccc2C(F)(F)F)=NO1 (stereo not drawn),-11,-9,-5,-19,-5,-2,-10,7,-11,-9,14
COc1ccc(S(=O)(=O)CCC(=O)O)cc1,3,-5,8,11,-17,-2,-11,13,-8,12,7
CCCCC(=O)Nc1cnc(NC(=O)c2cccs2)cc1C,6,-14,-67,-75,13,2,-90,-177,5,-206,8
CCOC(=O)[C@]12CCC=C1N(Cc1ccc3c(c1)OCO3)C(=O)[C@H](CC(=O)NCc1ccccc1)C2,-2,-1,nt,24,7,nt,nt,nt,nt,5,nt
CC(C)N1CCN(c2ccncc2S(=O)(=O)N2CCN(C)CC2)CC1,-16,-12,nt,8,-12,nt,53,-3,-3,6,26
CC1CN(S(=O)(=O)c2cccc(C(=O)N(C)C3CCCCC3)c2)CC(C)O1 (stereo not drawn),-3,-6,nt,16,14,nt,0,13,-1,9,-11
COc1ccc(NC(=O)C2C3C=CC(C3)C2C(=O)NCc2ccco2)cc1 (stereo not drawn),-3,-30,5,-18,0,3,-14,-36,-5,-11,8
CN(Cc1nc2ccccc2c(=O)[nH]1)C(=O)c1cccc(S(=O)(=O)N2CCCCCC2)c1,24,-3,-8,-9,1,7,8,10,-2,21,-7
O=C(NCCOc1ccccc1F)c1cc(F)c(F)cc1Cl,28,-11,-31,-145,-1,1,-59,-143,7,-120,1
COc1ccc(Cn2nnnc2C(c2cccs2)N2CCCCCC2)cc1 (stereo not drawn),6,-11,-7,-5,13,1,44,28,-23,14,12
Fc1cccc(F)c1/C=C/c1ccc2ccccc2n1,41,15,8,-178,58*,-2,1,-53,-19,-64,-18
CN(C)c1ccc(N=c2sc3ccccc3n2C)cc1,6,-15,-51,-12,4,-3,-55,-246,4,-226,3
CC(=O)n1c(C=Nc2ccccc2)c(O)c2ccccc21,-20,-4,-28,-19,17,2,-16,-126,-7,-132,-39
COC(=O)c1ccc(NC(=S)NNC(=O)CC(C)C)cc1,-7,11,-1,-12,-1,-3,-5,-10,-1,-8,-1
CCCOC(=O)c1ccc(Oc2c(-c3ccc(OCC)cc3O)n[nH]c2C)cc1,-1,15,16,-14,-8,-2,51,-25,4,-19,-4
O=C1C(=O)c2ccc(-c3ccccc3)cc2-c2ccccc21,107*,83*,104*,6,93*,8,96*,101*,-100*,93*,102*
O=C(CC1C(=O)NCCN1CC(c1ccccc1)c1ccccc1)NC1CC1 (stereo not drawn),0,13,-2,-4,4,0,-12,3,12,9,4
CN1CCN(C(=S)NC(=O)c2ccccc2Cl)CC1,-13,15,2,-10,-16,3,-2,18,3,5,3
CCc1ccccc1NC(=O)CN1CCN(C(=O)C2CCN(C(=O)/C=C/c3ccccc3)CC2)CC1,-16,15,-2,18,-19,2,20,-8,-5,-6,-2
NS(=O)(=O)c1ccc(NC(=O)COC(=O)CN2C(=O)C3CC=CCC3C2=O)cc1 (stereo not drawn),5,-2,4,2,-5,3,2,11,13,1,-18
Cc1ccc(N(CC(O)CN2CCOCC2)S(=O)(=O)c2ccc3ccccc3c2)cc1 (stereo not drawn),10,5,11,-7,3,-2,8,5,3,17,-2
Cc1ccccc1OCCC(=O)OCC(=O)N(C)c1c(N)n(Cc2ccccc2)c(=O)[nH]c1=O,10,-27,10,-17,3,2,-7,8,-13,-2,9
NS(=O)(=O)c1ccc(CNC(=O)NC2(c3ccccc3)CC2)cc1,-2,-19,6,-28,9,-2,9,-6,13,14,5
O=C(NCCC1CC1(Cl)Cl)Nc1ccccc1 (stereo not drawn),-3,-22,-2,-20,-5,-1,1,-49,14,-79,-13
Cc1cc(=O)oc2cc(OC(C)C(=O)O)c(Cl)cc12 (stereo not drawn),-6,4,-5,-5,-10,5,-33,-6,-1,11,3
O=C(COc1ccc(S(=O)(=O)NC2CCCCC2)cc1Cl)Nc1ccc2c(c1)OCO2,12,34,11,-7,10,-2,31,26,1,8,3
COc1ccc(Cl)cc1NC(=O)c1ccc2c(SCC(=O)O)c3c(nc2c1)CCCC3,-12,3,-2,-23,11,0,1,-2,-3,-20,4
N#Cc1ccccc1S(=O)(=O)c1ccccc1C(=O)Nc1ccccc1,-2,-12,-1,2,-6,-3,-28,14,-3,6,-15
CSCc1cc(N2CCOCC2)nc(SCc2ccc(Cl)c(Cl)c2)n1,8,3,-4,-1,14,-1,7,9,-18,20,16
Cc1ccccc1Cc1ccc(Cl)nn1,-9,-4,4,4,-6,3,-24,8,2,14,5
CC(=O)NCCNC(=O)c1ccc(CSc2nc3ccccc3s2)cc1,85*,69*,12,-62,13,3,22,20,-4,14,-6
CCOC(=O)c1[nH]c2ccc(F)cc2c1NC(=O)C1=COCCO1,-5,-2,-7,15,-4,2,-35,15,-2,4,-6
CC(C)c1nc2n[nH]c(N)c2c2c1CCC2,-7,1,2,-21,-12,6,-1,2,1,4,13
COc1ccc(/C=N/OCC(=O)NCC(C)C)c(OC)c1,10,-13,8,-6,-8,4,6,12,-5,13,2
Cc1ccccc1N1CCN(c2ncnc3c2cnn3Cc2ccc(Cl)cc2)CC1,49,28,11,-12,35,3,29,46,-10,19,13
O=C1C(Cl)=C(N2CCOCC2)C(=O)N1CCc1ccccc1,-5,0,-12,-58,13,3,-45,-221,4,-326,-12
CCCCCCCNC(=O)C1(CC2CC(c3cccc(Br)c3)=NO2)CCN(C(=O)C2(C)CC2)CC1 (stereo not drawn),-14,-5,-1,10,13,-1,-24,13,7,3,-28

# Screening data as filed in PubChem BioAssay.
